Jurkat NFkB inh = inhibitors of the PMA/ionomycin-induced NF-kB reporter in Jurkat cells. PMA/ionomycin-induced NF-kB luciferase reporter, luminescence. inhibition, % at 4 µM. 0.53% of 330,000 active. AID 435003
Gli-Sufu antag = antagonists of Gli-Sufu signaling. Sufu-KO-LIGHT fibroblasts, Gli luciferase reporter luminescence. inhibition, % at 5 µM. 0.74% of 340,000 active. AID 588413;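 active means inhibition above about 55%, limit read from the data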;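 further: 0% = DMSO-treated cells and 100% = wells with medium but no cells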
SENP7 inh = blocks the human protease SENP7 | inhibition, % at 5 µM | Q9BQF6 | 1.5% of 330,000 active | recombinant SENP7, Z-RLRGG-aminoluciferin luminescence, 40 min;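 active means inhibition above about 50% at the single test dose, limit read from the data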;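 further: plate controls were DMSO with enzyme for no effect and no enzyme buffer wells for full effect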
UBC13 inh = blocks human UBC13 polyubiquitin chain formation | P61088 | TR-FRET | inhibition, % at 20 µM | 0.47% of 330,000 active | AID 485273; in the data active means inhibition above about 45%, passing the limit was not always enough
Apaf1 inhib = human Apaf-1 inhibition; 0.71% of 330,000 active; inhibition, % at 20 µM; reconstituted apoptosome caspase-3 activity, DEVD-Rh110 fluorescence; active means inhibition of at least 40% at 20 µM;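 further: plate controls were DMSO wells for no effect and DEVD-CHO caspase inhibitor wells for full effect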
Target sequence (O14727 whole entry, looked up): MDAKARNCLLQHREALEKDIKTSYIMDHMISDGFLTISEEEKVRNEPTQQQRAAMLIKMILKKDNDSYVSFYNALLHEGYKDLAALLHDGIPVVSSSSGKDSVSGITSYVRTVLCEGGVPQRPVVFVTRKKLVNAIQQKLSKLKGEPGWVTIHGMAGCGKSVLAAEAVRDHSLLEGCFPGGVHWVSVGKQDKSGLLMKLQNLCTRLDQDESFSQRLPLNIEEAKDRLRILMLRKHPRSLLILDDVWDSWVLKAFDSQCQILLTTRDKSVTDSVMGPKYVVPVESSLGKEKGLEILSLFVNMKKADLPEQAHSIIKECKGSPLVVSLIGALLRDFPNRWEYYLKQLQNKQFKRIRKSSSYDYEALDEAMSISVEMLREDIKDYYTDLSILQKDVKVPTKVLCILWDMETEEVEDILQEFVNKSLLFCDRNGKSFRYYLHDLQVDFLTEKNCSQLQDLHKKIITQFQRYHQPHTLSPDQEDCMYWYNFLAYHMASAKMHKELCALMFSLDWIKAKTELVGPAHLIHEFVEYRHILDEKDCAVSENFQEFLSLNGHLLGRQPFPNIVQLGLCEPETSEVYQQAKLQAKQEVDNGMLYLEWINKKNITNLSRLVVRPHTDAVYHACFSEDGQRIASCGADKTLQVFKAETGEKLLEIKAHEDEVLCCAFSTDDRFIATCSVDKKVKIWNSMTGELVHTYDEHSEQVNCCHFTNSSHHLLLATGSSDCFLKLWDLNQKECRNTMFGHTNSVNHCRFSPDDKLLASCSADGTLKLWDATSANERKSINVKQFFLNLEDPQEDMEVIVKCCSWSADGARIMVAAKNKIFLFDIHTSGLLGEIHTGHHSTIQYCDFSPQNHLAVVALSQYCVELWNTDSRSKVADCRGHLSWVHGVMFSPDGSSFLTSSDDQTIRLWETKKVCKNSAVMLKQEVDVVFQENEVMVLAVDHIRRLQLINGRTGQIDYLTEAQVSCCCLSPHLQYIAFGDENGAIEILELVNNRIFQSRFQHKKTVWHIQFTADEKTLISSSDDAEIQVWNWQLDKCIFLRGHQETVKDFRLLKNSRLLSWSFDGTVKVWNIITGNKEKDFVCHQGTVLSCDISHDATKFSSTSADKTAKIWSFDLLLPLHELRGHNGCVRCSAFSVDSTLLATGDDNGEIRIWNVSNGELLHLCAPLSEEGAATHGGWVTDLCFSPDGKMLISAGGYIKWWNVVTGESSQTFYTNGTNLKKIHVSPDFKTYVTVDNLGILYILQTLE
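System: reconstituted apoptosome with Apaf-1, cytochrome c, caspase-9, procaspase-3, dATP; Signal: Rh110 fluorescence intensity; Schedule: 30 min compound preincubation, 50 min activation, room temperature; Reagent: cytochrome c trigger plus (Z-DEVD)2-Rh110 caspase-3 substrate.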
SENP8 block = inhibitors of human SENP8 protease | AID 2540 | inhibition, % at 10 µM | Q96LD8 | purified SENP8, Z-RLRGG-aminoluciferin cleavage, luminescence | 1.2% of 330,000 active
697 NFkB inh = lowers PMA/ionomycin-induced NF-kB signal in 697 B cells. 697 B-cell NF-kB luciferase reporter, 16 h. inhibition, % at 4 µM. 0.33% of 330,000 active. AID 435022; in the data active means inhibition above about 35%
HKDC1 inh = blocks human hexokinase HKDC1 activity; Q2TB90; recombinant HKDC1, G6PDH/diaphorase resazurin coupled fluorescence; inhibition, % at 20 µM; 0.16% of 340,000 active; AID 493160;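 active means inhibition above about 35% when tested at 20 µM, limit read from the data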;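 further: plate controls were DMSO wells with enzyme for no effect and DMSO wells lacking enzyme for full effect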
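Assay system: in-house recombinant HK5 (HKDC1) enzyme. Input: HKDC1 at 5 µg/mL. Medium: Tris pH 8.0 buffer with MgCl2, Tween-20, BSA, BME. Dosing: single 20 µM dose. Schedule: 90 min reaction incubation at room temperature, dark. Signal: resazurin-to-resorufin fluorescence via G6PDH and diaphorase coupling, 525/613 nm. Controls: DMSO-enzyme wells negative, buffer-substituted wells positive.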
The depositor's hits bear a star. Unless noted, no stated cut-off is given here; in the data, active means inhibition above about 50%; inactive means the rest.

`Nc1ccccc1SCC(O)Cn1ccc2ccccc21` (configuration not stated) gave Jurkat NFkB inh -18, Gli-Sufu antag 2, SENP7 inh -7, UBC13 inh 5, Apaf1 inhib 2, SENP8 block -1, 697 NFkB inh 0 and HKDC1 inh 7.
COc1cccc(CNC(=O)c2n[nH]c3ccccc23)c1 was read as Jurkat NFkB inh -49, Gli-Sufu antag -42, SENP7 inh 13, UBC13 inh -9, Apaf1 inhib -9, SENP8 block -6, 697 NFkB inh -32 and HKDC1 inh -5.
`CCc1cc(=O)oc2cc(OC3CCCCC3=O)ccc12` (configuration not stated) gave Jurkat NFkB inh -5, Gli-Sufu antag 4, SENP7 inh 0, UBC13 inh 1, Apaf1 inhib 3, SENP8 block -5, 697 NFkB inh -3 and HKDC1 inh -3.
Screening CCCCN(C(=O)c1ccc2c(c1)OCO2)C1CCS(=O)(=O)C1 (configuration not stated) returned Jurkat NFkB inh 5, Gli-Sufu antag -6, SENP7 inh -5, UBC13 inh 0, Apaf1 inhib 2, SENP8 block -1, 697 NFkB inh 18 and HKDC1 inh -4.
For O=C(NNC(=O)C1CCCN(S(=O)(=O)c2cccc(F)c2)C1)C1CC1 (configuration not stated) the results were Jurkat NFkB inh -4, Gli-Sufu antag 4, SENP7 inh -7, UBC13 inh -3, Apaf1 inhib 12, SENP8 block -6, 697 NFkB inh 2 and HKDC1 inh -13.
N#Cc1ccc(Cl)cc1NC(=O)CSc1nc2nc(-c3cccs3)cc(C(F)(F)F)c2c(=O)[nH]1 was read as Jurkat NFkB inh -10, SENP7 inh -12, UBC13 inh -16, Apaf1 inhib 0, SENP8 block -6 and 697 NFkB inh 16.
For CCOC(=O)C1=C(C)N(C)C(C)=C(C(=O)OCC)C1c1ccncc1 the results were Jurkat NFkB inh 10, Gli-Sufu antag 4, SENP7 inh -3, UBC13 inh -4, Apaf1 inhib 1, SENP8 block -4, 697 NFkB inh 18 and HKDC1 inh -6.
CCN(CC)CCNC(=O)c1ccc(NC(=O)c2cccc(S(=O)(=O)Nc3ccc(C)cc3)c2)cc1 was read as Jurkat NFkB inh -6, Gli-Sufu antag -4, SENP7 inh -1, UBC13 inh 26, Apaf1 inhib -3, SENP8 block -10, 697 NFkB inh -6 and HKDC1 inh -7.
`Cc1cc(NC(=O)/C=C/c2ccc(F)cc2)n(-c2nc3ccccc3[nH]2)n1` gave Jurkat NFkB inh -16, Gli-Sufu antag -40, SENP7 inh -1, UBC13 inh -9, Apaf1 inhib 5, SENP8 block -4, 697 NFkB inh -10 and HKDC1 inh 8.
NC(=O)c1ccc(NC(=O)COC(=O)c2ccccc2Nc2ccccc2)cc1 was read as Jurkat NFkB inh 7, Gli-Sufu antag 3, SENP7 inh 2, UBC13 inh -1, Apaf1 inhib 1, SENP8 block 0, 697 NFkB inh 8 and HKDC1 inh -2.
CC(C)(C)NC(=O)NC(=O)COC(=O)C1CC(=O)N(Cc2ccccc2)C1 (configuration not stated) was read as Jurkat NFkB inh 12, Gli-Sufu antag -2, SENP7 inh 21, UBC13 inh 2, Apaf1 inhib -3, SENP8 block -3, 697 NFkB inh 13 and HKDC1 inh -4.
Screening CCCC(=O)N(Cc1cc(=O)[nH]c2ccccc12)c1ccccc1C returned Jurkat NFkB inh -11, Gli-Sufu antag -9, SENP7 inh -5, UBC13 inh 10, Apaf1 inhib 8, SENP8 block -6, 697 NFkB inh -1 and HKDC1 inh -4.
For CC(C)c1ccc(NC(=O)Cn2c(=O)oc3ccccc32)cc1 the results were Jurkat NFkB inh -7, Gli-Sufu antag -2, SENP7 inh -5, UBC13 inh 1, Apaf1 inhib 14, SENP8 block -3, 697 NFkB inh -16 and HKDC1 inh -1.
`Clc1ccc(CN2CCSCC2)c(Cl)c1` gave Jurkat NFkB inh 0, Gli-Sufu antag -10, SENP7 inh 2, UBC13 inh -3, Apaf1 inhib -8, SENP8 block 2, 697 NFkB inh 12 and HKDC1 inh 1.
For Cn1c2ccccc2c2c(C(=O)NCCCN3CCCC3=O)cn(C3CCCCC3)c(=O)c21 the results were Jurkat NFkB inh 7, Gli-Sufu antag -5, SENP7 inh -7, UBC13 inh 1, Apaf1 inhib 8, SENP8 block -7, 697 NFkB inh 2 and HKDC1 inh 7.
For O=C(COc1ccc(Cl)cc1)NCCNC(=O)c1cnccn1 the results were Jurkat NFkB inh 5, Gli-Sufu antag 47, SENP7 inh -5, UBC13 inh -2, Apaf1 inhib 0, SENP8 block -7, 697 NFkB inh -1 and HKDC1 inh -3.
CN(C)S(=O)(=O)c1ccc(NC(=S)NC(=O)c2cccs2)cc1 was read as Jurkat NFkB inh -18, Gli-Sufu antag 1, SENP7 inh 6, UBC13 inh 1, Apaf1 inhib 7, SENP8 block 3, 697 NFkB inh -15 and HKDC1 inh -6.
For O=C(NCC(c1ccco1)N1CCN(c2ccccc2F)CC1)c1ccc2c(c1)OCO2 (configuration not stated) the results were Jurkat NFkB inh 6, Gli-Sufu antag 7, SENP7 inh 7, UBC13 inh -3, Apaf1 inhib 16, SENP8 block -8, 697 NFkB inh -17 and HKDC1 inh -1.
Screening Brc1ccccc1-c1nnc(CSc2nnc3sc4ccccc4n23)o1 returned Jurkat NFkB inh -13, Gli-Sufu antag -4, SENP7 inh -5, UBC13 inh -6, Apaf1 inhib 6, SENP8 block 1, 697 NFkB inh -29 and HKDC1 inh 6.
Screening CCOc1ccc(S(=O)(=O)Nc2ccc3c(c2)OCO3)cc1 returned Jurkat NFkB inh 2, Gli-Sufu antag 2, SENP7 inh 7, UBC13 inh 5, Apaf1 inhib 5, SENP8 block 5, 697 NFkB inh 3 and HKDC1 inh -4.

Continued, starting with the last 2 of the part before.
Screening Brc1ccccc1-c1nnc(CSc2nnc3sc4ccccc4n23)o1 returned Jurkat NFkB inh -13, Gli-Sufu antag -4, SENP7 inh -5, UBC13 inh -6, Apaf1 inhib 6, SENP8 block 1, 697 NFkB inh -29 and HKDC1 inh 6.
Screening CCOc1ccc(S(=O)(=O)Nc2ccc3c(c2)OCO3)cc1 returned Jurkat NFkB inh 2, Gli-Sufu antag 2, SENP7 inh 7, UBC13 inh 5, Apaf1 inhib 5, SENP8 block 5, 697 NFkB inh 3 and HKDC1 inh -4.
Cc1ccc(NC(=O)COc2ncnc3ccccc23)cc1S(=O)(=O)N1CCOCC1 was read as Jurkat NFkB inh 7, Gli-Sufu antag 19, SENP7 inh -8, UBC13 inh -10, Apaf1 inhib -4, SENP8 block -2, 697 NFkB inh 11 and HKDC1 inh -1.
`CC1CCCC(NC(=O)CSc2cccc[n+]2[O-])C1C` (configuration not stated) gave Jurkat NFkB inh -3, Gli-Sufu antag -7, SENP7 inh 11, UBC13 inh 11, Apaf1 inhib -3, SENP8 block 2, 697 NFkB inh -19 and HKDC1 inh -5.
Screening CC(C)(C)c1ccccc1NC(=O)N1CCNC(=O)C1CC(=O)Nc1ccc(F)cc1 (configuration not stated) returned Jurkat NFkB inh 1, Gli-Sufu antag 4, SENP7 inh -3, UBC13 inh -8, Apaf1 inhib 1, SENP8 block -7, 697 NFkB inh 1 and HKDC1 inh 3.
Screening COCC(=O)c1[nH]c2ccccc2c1C returned Jurkat NFkB inh 4, Gli-Sufu antag -2, SENP7 inh -4, UBC13 inh 4, Apaf1 inhib -9, SENP8 block -8, 697 NFkB inh 20 and HKDC1 inh 8.
Screening Cn1ccnc1C(=O)c1ccc(N)cc1 returned Jurkat NFkB inh -6, Gli-Sufu antag -5, SENP7 inh 0, UBC13 inh -4, Apaf1 inhib -19, SENP8 block 2, 697 NFkB inh 16 and HKDC1 inh -3.
`C=CCNc1oc(-c2cccs2)nc1C#N` gave Jurkat NFkB inh 5, Gli-Sufu antag 0, SENP7 inh 5, UBC13 inh 15, Apaf1 inhib -1, SENP8 block 1, 697 NFkB inh 6 and HKDC1 inh -3.
`CCOc1cc(S(=O)(=O)Nc2ccc(Cl)cn2)ccc1Cl` gave Jurkat NFkB inh -33, Gli-Sufu antag -4, SENP7 inh -3, UBC13 inh -24, Apaf1 inhib 10, SENP8 block -11, 697 NFkB inh 17 and HKDC1 inh -1.
For O=C(CN1C(=O)CC(c2ccccc2)S(=O)(=O)c2ccccc21)N1CCCC1 (configuration not stated) the results were Jurkat NFkB inh 1, Gli-Sufu antag -24, SENP7 inh -13, UBC13 inh -1, Apaf1 inhib 9, SENP8 block -9, 697 NFkB inh 1 and HKDC1 inh 7.
Screening CCCN(CC(=O)Nc1ccccc1C)C(=O)c1ccc(S(=O)(=O)N2CCCCC2)cc1 returned Jurkat NFkB inh 1, Gli-Sufu antag -21, SENP7 inh -5, UBC13 inh -2, Apaf1 inhib 11, SENP8 block -3, 697 NFkB inh 11 and HKDC1 inh 4.
O=C1CCCc2nc3c(cc21)C(O)Oc1ccccc1-3 (configuration not stated) was read as Jurkat NFkB inh -7, Gli-Sufu antag 5, SENP7 inh 6, UBC13 inh 12, Apaf1 inhib -9, SENP8 block 0, 697 NFkB inh -7 and HKDC1 inh -5.
CC1CC(Nc2ccccc2)=CC(=O)O1 (configuration not stated) was read as Jurkat NFkB inh 19, Gli-Sufu antag -6, SENP7 inh -2, UBC13 inh 8, Apaf1 inhib -4, SENP8 block 3, 697 NFkB inh -9 and HKDC1 inh -15.
Screening COc1ccc(S(=O)(=O)N2CCC(C(=O)N[C@@H](C)C(=O)NCc3ccccc3OC)CC2)cc1 returned Jurkat NFkB inh 9, Gli-Sufu antag -4, SENP7 inh -5, UBC13 inh 1, Apaf1 inhib -1, SENP8 block 1, 697 NFkB inh 2 and HKDC1 inh -5.
Screening Cc1csc(NC(=O)CSc2nncc(=O)n2N)n1 returned Jurkat NFkB inh 2, Gli-Sufu antag 0, SENP7 inh 10, UBC13 inh 12, Apaf1 inhib -8, SENP8 block -1, 697 NFkB inh 0 and HKDC1 inh 0.
Screening CCOc1ccc(OCCCCN2CCCC2)cc1 returned Jurkat NFkB inh -3, Gli-Sufu antag -3, SENP7 inh 4, UBC13 inh 2, Apaf1 inhib 3, SENP8 block 3, 697 NFkB inh 4 and HKDC1 inh 2.

Already shown: entries from further up.
For O=C(CN1C(=O)CC(c2ccccc2)S(=O)(=O)c2ccccc21)N1CCCC1 (configuration not stated) the results were Jurkat NFkB inh 1, Gli-Sufu antag -24, SENP7 inh -13, UBC13 inh -1, Apaf1 inhib 9, SENP8 block -9, 697 NFkB inh 1 and HKDC1 inh 7.
Screening CCCN(CC(=O)Nc1ccccc1C)C(=O)c1ccc(S(=O)(=O)N2CCCCC2)cc1 returned Jurkat NFkB inh 1, Gli-Sufu antag -21, SENP7 inh -5, UBC13 inh -2, Apaf1 inhib 11, SENP8 block -3, 697 NFkB inh 11 and HKDC1 inh 4.
O=C1CCCc2nc3c(cc21)C(O)Oc1ccccc1-3 (configuration not stated) was read as Jurkat NFkB inh -7, Gli-Sufu antag 5, SENP7 inh 6, UBC13 inh 12, Apaf1 inhib -9, SENP8 block 0, 697 NFkB inh -7 and HKDC1 inh -5.
CC1CC(Nc2ccccc2)=CC(=O)O1 (configuration not stated) was read as Jurkat NFkB inh 19, Gli-Sufu antag -6, SENP7 inh -2, UBC13 inh 8, Apaf1 inhib -4, SENP8 block 3, 697 NFkB inh -9 and HKDC1 inh -15.
Screening COc1ccc(S(=O)(=O)N2CCC(C(=O)N[C@@H](C)C(=O)NCc3ccccc3OC)CC2)cc1 returned Jurkat NFkB inh 9, Gli-Sufu antag -4, SENP7 inh -5, UBC13 inh 1, Apaf1 inhib -1, SENP8 block 1, 697 NFkB inh 2 and HKDC1 inh -5.
Screening Cc1csc(NC(=O)CSc2nncc(=O)n2N)n1 returned Jurkat NFkB inh 2, Gli-Sufu antag 0, SENP7 inh 10, UBC13 inh 12, Apaf1 inhib -8, SENP8 block -1, 697 NFkB inh 0 and HKDC1 inh 0.
Screening CCOc1ccc(OCCCCN2CCCC2)cc1 returned Jurkat NFkB inh -3, Gli-Sufu antag -3, SENP7 inh 4, UBC13 inh 2, Apaf1 inhib 3, SENP8 block 3, 697 NFkB inh 4 and HKDC1 inh 2.

Random draw from the library; about 3.6% have a hit in one of these screens.
